OX1R antag-1: blocks the human orexin 1 receptor. O43613. OX1R-expressing cells, FRET antagonist read-out. inhibition, % at 6.6 µM. hit rate 1.8% among 330,000. AID 485270; in the data active = inhibition mostly above about 38%, no sharp cut-off; inactive = mostly below about 40%;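 note: 0% = agonist challenge alone and 100% = reference antagonist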
Target sequence (O43613 whole entry, looked up): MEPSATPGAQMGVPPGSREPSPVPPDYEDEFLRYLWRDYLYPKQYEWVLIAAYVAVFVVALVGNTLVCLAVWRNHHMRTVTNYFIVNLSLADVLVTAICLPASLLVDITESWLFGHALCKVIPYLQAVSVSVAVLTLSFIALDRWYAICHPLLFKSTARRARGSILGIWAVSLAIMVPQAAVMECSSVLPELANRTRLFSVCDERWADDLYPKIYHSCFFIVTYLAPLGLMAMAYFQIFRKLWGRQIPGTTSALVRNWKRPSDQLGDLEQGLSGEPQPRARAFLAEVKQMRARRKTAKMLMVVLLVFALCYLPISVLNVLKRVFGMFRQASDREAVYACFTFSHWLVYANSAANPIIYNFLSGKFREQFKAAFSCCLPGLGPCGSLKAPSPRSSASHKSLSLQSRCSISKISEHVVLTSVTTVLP
OX1R antag-2: human HCRTR1 antagonism; O43613; CHO/OX1R cells, Fluo-8 calcium fluorescence, orexin A; inhibition, % at 5 µM; hit rate 0.43% among 330,000; AID 434989;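 active = inhibition above its plate's threshold, mean inhibition of all tested compounds on the plate plus 3 SD, cut at about 37% in these data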;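 note: 0% = orexin A challenge wells and 100% = SB-334867-A antagonist wells; not every result past the cut was called active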
Active calls of the source: *. Compounds were not picked by outcome; about 2.1% have a hit in one of these screens.

For COc1cc2c(cc1OC)C1=C(C#N)CCC(=NC(=O)c3ccco3)N1CC2 the results were OX1R antag-1 13 and OX1R antag-2 -20.
For CC(C)(C)OC(=O)C[C@H]1C/C=C\C[C@@H](CC(=O)NCCO)C(=O)NC[C@@H](c2ccccc2)OC1=O the results were OX1R antag-1 1 and OX1R antag-2 -17.
`O=C(NCCc1nnc2ccc(NCc3ccc(F)cc3)nn12)c1ccccc1` gave OX1R antag-1 4 and OX1R antag-2 -9.
Screening Cc1cccc(C(=O)O/N=C/c2c(N3CCOCC3)n(C)c3ccccc23)c1 returned OX1R antag-1 7 and OX1R antag-2 -29.
Cc1cccc(CNC(=O)c2ccc3nc(Cc4ccccc4F)oc3c2)n1 was read as OX1R antag-1 12 and OX1R antag-2 -18.
For O=C(CCc1ccccc1)NC(=S)Nc1ccccc1Br the results were OX1R antag-1 5 and OX1R antag-2 -20.
`COc1cc(C(CCN2CCCC2)c2c(OC)cc(OC)c3ccc(=O)oc23)cc(OC)c1OC` (configuration not stated) gave OX1R antag-1 29 and OX1R antag-2 -18.
For CC(C)N(C(=O)c1ccc(C(=O)Nc2ccc([N+](=O)[O-])cc2)cc1)C(C)C the results were OX1R antag-1 16 and OX1R antag-2 -14.
`Cc1[nH][nH]c(=O)c1N=Nc1ccccc1Cl` gave OX1R antag-1 6 and OX1R antag-2 -4.
`COc1ccc(C(C(=O)NC2CCCCC2)N(Cc2cccs2)C(=O)Cc2c[nH]c3ccccc23)cc1OC` (configuration not stated) gave OX1R antag-1 16 and OX1R antag-2 -6.
For CC1CCCCN1C(=O)COC(=O)c1cccc(NS(=O)(=O)c2ccccc2)c1 (configuration not stated) the results were OX1R antag-1 17 and OX1R antag-2 -17.
Screening Brc1ccc(OCCOCCOc2cccc3cccnc23)cc1 returned OX1R antag-1 30 and OX1R antag-2 -32.
Cc1cc(-c2n[nH]c(=S)n2/N=C/c2cccc(O)c2)n[nH]1 was read as OX1R antag-1 11 and OX1R antag-2 3.
`COCCn1nnnc1C(c1ccc(OC)c(OC)c1)N1CCN(c2nc3ccccc3s2)CC1` (configuration not stated) gave OX1R antag-1 2 and OX1R antag-2 -33.
`COc1ccc(C2(c3ccc(OC)cc3)NC(=O)NC2=O)cc1` gave OX1R antag-1 8 and OX1R antag-2 -4.
`COc1ccc(NC(=O)NCc2ccco2)c(OC)c1` gave OX1R antag-1 14 and OX1R antag-2 -13.
COc1cc(NC(=O)c2ccccc2-n2cnnn2)cc(OC)c1 was read as OX1R antag-1 7 and OX1R antag-2 -7.
Screening CCC(NC(=O)OC(C)(C)C)C(=O)Oc1ccc2c3c(c(=O)oc2c1)CCC3 (configuration not stated) returned OX1R antag-1 11 and OX1R antag-2 -17.
Screening CNC(=O)c1[nH]cnc1C(=O)N[C@@H](C)C(=O)OCc1ccccc1 returned OX1R antag-1 30 and OX1R antag-2 -16.
`N#Cc1ccc(C(=O)Nc2cccc3ccccc23)c(F)c1` gave OX1R antag-1 18 and OX1R antag-2 -28.

An excerpt from above in order of formula weight, ascending:
`Cc1[nH][nH]c(=O)c1N=Nc1ccccc1Cl` gave OX1R antag-1 6 and OX1R antag-2 -4.
`COc1ccc(NC(=O)NCc2ccco2)c(OC)c1` gave OX1R antag-1 14 and OX1R antag-2 -13.
`N#Cc1ccc(C(=O)Nc2cccc3ccccc23)c(F)c1` gave OX1R antag-1 18 and OX1R antag-2 -28.
`COc1ccc(C2(c3ccc(OC)cc3)NC(=O)NC2=O)cc1` gave OX1R antag-1 8 and OX1R antag-2 -4.
COc1cc(NC(=O)c2ccccc2-n2cnnn2)cc(OC)c1 was read as OX1R antag-1 7 and OX1R antag-2 -7.
Screening CNC(=O)c1[nH]cnc1C(=O)N[C@@H](C)C(=O)OCc1ccccc1 returned OX1R antag-1 30 and OX1R antag-2 -16.
Cc1cccc(CNC(=O)c2ccc3nc(Cc4ccccc4F)oc3c2)n1 was read as OX1R antag-1 12 and OX1R antag-2 -18.
Screening Cc1cccc(C(=O)O/N=C/c2c(N3CCOCC3)n(C)c3ccccc23)c1 returned OX1R antag-1 7 and OX1R antag-2 -29.
Screening Brc1ccc(OCCOCCOc2cccc3cccnc23)cc1 returned OX1R antag-1 30 and OX1R antag-2 -32.
`O=C(NCCc1nnc2ccc(NCc3ccc(F)cc3)nn12)c1ccccc1` gave OX1R antag-1 4 and OX1R antag-2 -9.
For CC1CCCCN1C(=O)COC(=O)c1cccc(NS(=O)(=O)c2ccccc2)c1 (configuration not stated) the results were OX1R antag-1 17 and OX1R antag-2 -17.
`COc1cc(C(CCN2CCCC2)c2c(OC)cc(OC)c3ccc(=O)oc23)cc(OC)c1OC` (configuration not stated) gave OX1R antag-1 29 and OX1R antag-2 -18.
For CC(C)(C)OC(=O)C[C@H]1C/C=C\C[C@@H](CC(=O)NCCO)C(=O)NC[C@@H](c2ccccc2)OC1=O the results were OX1R antag-1 1 and OX1R antag-2 -17.
`COc1ccc(C(C(=O)NC2CCCCC2)N(Cc2cccs2)C(=O)Cc2c[nH]c3ccccc23)cc1OC` (configuration not stated) gave OX1R antag-1 16 and OX1R antag-2 -6.

Next part.
Screening COC(=O)c1ccc(C(=O)OC)c(NC(=O)Nc2ccc3c(c2)OCO3)c1 returned OX1R antag-1 25 and OX1R antag-2 -20.
Screening O=C(NCCOc1ccccc1F)c1ccccc1SCc1ccc(F)cc1 returned OX1R antag-1 14 and OX1R antag-2 -25.
Cc1ccc(-c2nc3ccsc3c(=O)o2)cc1 was read as OX1R antag-1 51 and OX1R antag-2 25.
Screening O=C(NCCCN1CCCC1=O)c1ccc(OC(F)(F)F)cc1 returned OX1R antag-1 16 and OX1R antag-2 -9.
For CCN(CC)S(=O)(=O)c1cc(OC)c(Cl)cc1Cl the results were OX1R antag-1 5 and OX1R antag-2 -9.
`N#Cc1nc(-c2cccc3ccccc23)oc1N` gave OX1R antag-1 71* and OX1R antag-2 56*.
C(#CCN1CCOCC1)COCCCOC(c1ccccc1)c1ccccc1 was read as OX1R antag-1 12 and OX1R antag-2 -17.
For COc1ccc(S(=O)(=O)N2CCN(CC(=O)NCCc3cccs3)CC2)cc1 the results were OX1R antag-1 0 and OX1R antag-2 -3.
Screening COC(=O)c1ccc(N2C(=O)CC(N3CCOCC3)C2=O)cc1 (configuration not stated) returned OX1R antag-1 14 and OX1R antag-2 -13.
For COC(=O)c1ccccc1NC(=O)C1CCN(C(=O)c2ccc(OC)cc2)CC1 the results were OX1R antag-1 16 and OX1R antag-2 -18.
For CCCC1=Nc2cc(C(=O)NCCCN3CCN(C)CC3)ccc2Sc2ccccc21 the results were OX1R antag-1 5 and OX1R antag-2 -18.
CC(C)(CNC(=O)c1cccc(F)c1)CNC(=O)c1cccc(F)c1 was read as OX1R antag-1 7 and OX1R antag-2 -27.
CCOC(=O)c1ccc(NC(=S)N2CCN(CCO)CC2)cc1 was read as OX1R antag-1 9 and OX1R antag-2 -8.
For O=C(COc1cc(Cl)ccc1Cl)Nc1ccc2[nH]c(=O)[nH]c2c1 the results were OX1R antag-1 12 and OX1R antag-2 -12.
Screening Cc1ccc(-c2nc(CSCC(=O)NCCCN3CCOCC3)c(C)o2)cc1 returned OX1R antag-1 2 and OX1R antag-2 -19.
`C=CCNC(=O)C1CC1(c1ccccc1)c1ccccc1` (configuration not stated) gave OX1R antag-1 17 and OX1R antag-2 -1.
For Cc1ccc(C(=O)OCC(=O)NCc2ccccc2)cc1S(=O)(=O)N1CCCCC1 the results were OX1R antag-1 -2 and OX1R antag-2 -15.
Screening O=C(O)c1ccc(CSc2nnc(COc3ccccc3)o2)cc1 returned OX1R antag-1 18 and OX1R antag-2 -12.
CCc1nc(N)c(C#N)c(-c2cccnc2)c1C was read as OX1R antag-1 2 and OX1R antag-2 -10.
`Cc1ccc(S(=O)(=O)N2CCN(Cc3cc(=O)n4ccccc4n3)CC2)cc1C` gave OX1R antag-1 5 and OX1R antag-2 -30.
Nc1nnc(SCc2ccccc2F)s1 was read as OX1R antag-1 5 and OX1R antag-2 -3.
`CC(C)N(C(=O)COC(=O)c1cccc(N(C)C)c1)c1ccccc1` gave OX1R antag-1 21 and OX1R antag-2 -28.
`Clc1ccccc1CSc1nnc(Cn2cnc3ccccc32)n1-c1ccccc1` gave OX1R antag-1 7 and OX1R antag-2 -29.
CC(C)(C)C(=O)N1CCN(c2ccc([N+](=O)[O-])c(NCc3cccnc3)c2)CC1 was read as OX1R antag-1 33 and OX1R antag-2 -35.
For O=C(CS(=O)(=O)Cc1ccccc1)Nc1ccc2c(c1)OCO2 the results were OX1R antag-1 28 and OX1R antag-2 -8.
Screening CC(CN1CCN(C)CC1)OC(=O)c1ccc(F)cc1 (configuration not stated) returned OX1R antag-1 10 and OX1R antag-2 4.
For CC1S/C(=C(\C#N)C(N)=O)N(c2ccc(F)cc2)C1=O (configuration not stated) the results were OX1R antag-1 12 and OX1R antag-2 -5.
For Cc1cc(C(=O)N/N=C/c2cccc([N+](=O)[O-])c2)c2ccccc2n1 the results were OX1R antag-1 37 and OX1R antag-2 -15.
Cc1[nH]nc(SCC(=O)N2CCCCCC2)c1[N+](=O)[O-] was read as OX1R antag-1 15 and OX1R antag-2 -10.
`CCOC(=O)c1cnc(NCc2ccccc2)nc1C` gave OX1R antag-1 18 and OX1R antag-2 -33.
For CCCCN(C(=O)CSCC(=O)Nc1ccc(OC)cc1)c1c(N)n(Cc2ccccc2)c(=O)[nH]c1=O the results were OX1R antag-1 30 and OX1R antag-2 -8.
Screening Cc1nc2nc[nH]n2c(=O)c1NS(C)(=O)=O returned OX1R antag-1 18 and OX1R antag-2 -3.
Cc1[nH]c2ccccc2c1CN1CCC(Cc2ccccc2)CC1 was read as OX1R antag-1 21 and OX1R antag-2 -15.
`COc1ccccc1C(=O)N1CCN(C(=O)COc2cccc(C)c2)CC1` gave OX1R antag-1 20 and OX1R antag-2 -16.
For CCOC(=O)C(Cc1ccccc1)C(=O)Nc1cccc2ccccc12 (configuration not stated) the results were OX1R antag-1 9 and OX1R antag-2 -16.
For CCN(CC)c1ccc(/C=N/NC(=O)c2c(Cl)cnn2C)c(O)c1 the results were OX1R antag-1 77* and OX1R antag-2 20.
`COc1cc2c(cc1OC)CN(Cc1cc(OC)c3c(c1)OCO3)CC2` gave OX1R antag-1 9 and OX1R antag-2 -21.
O=C1CCCC2=C1C(c1ccncc1)c1c(nc(SCc3ccccc3)[nH]c1=O)N2 (configuration not stated) was read as OX1R antag-1 22 and OX1R antag-2 -27.
O=C(Nc1ccc(S(=O)(=O)N2CCOCC2)cc1)c1ccc(S(=O)(=O)N2CCOCC2)cc1 was read as OX1R antag-1 1 and OX1R antag-2 -8.
CCOC(=O)Cc1csc(NC(=O)/C=C/c2ccc(Cl)cc2)n1 was read as OX1R antag-1 40 and OX1R antag-2 9.
Screening COc1ccc(C2NC(=O)CCC2[N+](=O)[O-])c(OC)c1 (configuration not stated) returned OX1R antag-1 29 and OX1R antag-2 -9.
For O=C(NCC1CCCO1)c1onc(CSc2ccccc2)c1C(=O)O (configuration not stated) the results were OX1R antag-1 10 and OX1R antag-2 -9.
O=C(Nc1ccccc1)/C(=C\c1ccccc1)NC(=O)c1ccco1 was read as OX1R antag-1 10 and OX1R antag-2 -3.
`Cc1ccccc1C(=O)Nc1ccc2c(c1)OCO2` gave OX1R antag-1 25 and OX1R antag-2 0.
For O=C(Nc1ccccn1)c1cc2ccccc2o1 the results were OX1R antag-1 7 and OX1R antag-2 -9.
For Cc1[nH]c2ccccc2c1C(=O)CSC(=S)N1CCCCC1 the results were OX1R antag-1 25 and OX1R antag-2 6.
`O=C(CCC(=O)OC(C(=O)c1ccccc1)c1ccccc1)Nc1ccccc1` (configuration not stated) gave OX1R antag-1 6 and OX1R antag-2 -17.
`O=C(NCc1ccc(-c2nc3ccccc3s2)cc1)c1ccco1` gave OX1R antag-1 33 and OX1R antag-2 -5.
O=C(CNC(=O)c1ccco1)OCC(=O)c1ccc(Cl)cc1Cl was read as OX1R antag-1 13 and OX1R antag-2 5.
Screening Cc1cccc(C)c1Nc1c(-c2ccccc2O)nc2ncccn12 returned OX1R antag-1 5 and OX1R antag-2 -22.
CCOC(=O)C1=C(CNCc2ccc(F)cc2)NC(=O)NC1c1cccc([N+](=O)[O-])c1 (configuration not stated) was read as OX1R antag-1 6 and OX1R antag-2 -22.
Screening CCOC(=O)CN1C(=O)CC(c2ccc([N+](=O)[O-])cc2)C1=O (configuration not stated) returned OX1R antag-1 12 and OX1R antag-2 -10.
For COc1ccc(CCN2Cc3c(cccc3[N+](=O)[O-])C2=O)cc1OC the results were OX1R antag-1 38* and OX1R antag-2 -27.
O=C(CSc1ccccc1)Nc1cc(S(=O)(=O)N2CCOCC2)ccc1N1CCOCC1 was read as OX1R antag-1 6 and OX1R antag-2 -13.
Screening CCN1CCN(C(=O)/C=C/c2ccc([N+](=O)[O-])cc2)CC1 returned OX1R antag-1 97* and OX1R antag-2 -4.
Cc1sc2ncn(CC(=O)NCC(=O)N(C)Cc3ccccc3)c(=O)c2c1C was read as OX1R antag-1 13 and OX1R antag-2 -18.
Screening CCc1noc(C)c1C(=O)N1CCN(S(=O)(=O)c2ccc(C(C)C)cc2)CC1 returned OX1R antag-1 3 and OX1R antag-2 -14.
For COc1ccc(NC(=O)Nc2ccc3c(c2)C(=O)N([C@H](C)CO)C[C@H](C)[C@@H](CN(C)C(=O)NC(C)C)O3)cc1 the results were OX1R antag-1 2 and OX1R antag-2 5.
CCN(C(=O)COC(=O)c1c(-c2ccccc2)noc1C)C1CCS(=O)(=O)C1 (configuration not stated) was read as OX1R antag-1 27 and OX1R antag-2 -16.
Screening O=S(=O)(NC1CCCCC1)c1ccc(Br)cc1 returned OX1R antag-1 19 and OX1R antag-2 -23.
Screening COc1ccc2c(c1)OC[C@H]1[C@@H]2N2C(=O)CNC(=O)[C@@]2(C)[C@H]1c1ccccc1 returned OX1R antag-1 3 and OX1R antag-2 5.
COc1ccc(OCc2cc(C(=O)N3CCN(CC4CC4)CC3)no2)c(Cl)c1 was read as OX1R antag-1 10 and OX1R antag-2 -9.
`O=C(Cc1c(Cl)cccc1Cl)OCc1ccccn1` gave OX1R antag-1 11 and OX1R antag-2 -10.
